CD40 NFkB inh: CD40 pathway inhibition in BL2 cells. inhibition, % at 10 µM. AID 1053188. actives 0.94% (n = 83,000). BL2 NF-kB luciferase reporter, CD40L-induced, 4 h;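 active = mean inhibition of at least 50% with a set share of replicates also reaching that level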;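 note: 0% = neutral control wells and 100% = IKK inhibitor VII at 50 µM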
* = called active by the depositor; & = joins results of further samples; [ ] = another dose, or the depositor's remark. Only part of the results is shown (hit frequency here may not be typical).

SMILES	CD40 NFkB inh
COc1ccc(S(=O)(=O)N(C)C[C@@H]2OCCCC[C@@H](C)Oc3ccc(NS(=O)(=O)c4ccc(Cl)cc4)cc3C(=O)N([C@H](C)CO)C[C@H]2C)cc1	4.1
CC(C)CNC(=O)C1CCN(c2ccc(S(=O)(=O)N3CCOCC3)cc2Cl)CC1	8.7
CC1CCc2sc(C(=O)N3CCN(c4ncccn4)CC3)cc2C1 (stereo not given)	7.9
COCC(=O)N1[C@H](C#N)[C@H](c2ccccc2-c2cccc(OC)c2)[C@@H]1CO	-15.3[25 µM]
COc1ccc(NC(=O)CN(C)C(=O)c2cc(C3CC3)nn2-c2ccccc2)cc1	-2.0
CC(=O)c1cnc2c(-c3ccccc3)c(-c3ccccc3)nn2c1C	1.3
OC[C@@H]1Nc2ccc(C#Cc3ccc(F)cc3)cc2[C@H]2[C@@H]1CCN2Cc1ccc2c(c1)OCO2	2.1[25 µM]
O=S(=O)(Nc1cc(S(=O)(=O)N2CCOCC2)ccc1O)c1ccc2c(c1)OCCCO2	12.6
CN(C)c1ccc(CNCCC2(O)CCOC(C)(C)C2)cc1 (stereo not given)	14.9
O=C(Nc1cccnc1)c1noc2c1CCCC2	-71.5

An excerpt of these results, with the structure last:
CD40 NFkB inh | structure
7.9 | CC1CCc2sc(C(=O)N3CCN(c4ncccn4)CC3)cc2C1 (stereo not given)
-15.3[25 µM] | COCC(=O)N1[C@H](C#N)[C@H](c2ccccc2-c2cccc(OC)c2)[C@@H]1CO

(listing goes on)
SMILES	CD40 NFkB inh
CCOc1ccc(C(=O)CN2C(=O)NC3(CCCCCC3)C2=O)cc1	-45.4
COc1c(Cl)cc(Cl)cc1C(=O)Nc1ccc(NC(C)=O)cc1	0.8
Cc1cc(C)c2c(CC(=O)Nc3ccc(Cl)cn3)coc2c1	-3.3
C[C@@H]1CN([C@H](C)CO)C(=O)CCCn2nncc2CO[C@@H]1CN(C)CC1CC1	-1.6
COc1ccc(OC)c(NC(=O)NC2(C(F)(F)F)Oc3ccccc3O2)c1	-0.4
CNC[C@H]1OCCCC[C@H](C)Oc2ccc(NS(=O)(=O)c3ccc(F)cc3)cc2C(=O)N([C@H](C)CO)C[C@@H]1C	-21.8[25 µM]
CC(=O)N(C)C[C@H]1Oc2ccc(NC(=O)NC(C)C)cc2CC(=O)N(C)C[C@H]1C	-4.2
COc1ccc(CC(=O)NC(C)c2ccc(Cl)c(Cl)c2)cc1S(=O)(=O)N1CCOCC1 (stereo not given)	-2.9
O=C(Nc1cccc(F)c1)N1CCCCN2[C@H](C1)[C@@H](c1ccc(C#Cc3cccnc3)cc1)[C@@H]2CO	4.8[25 µM]
Cc1cccc(C(=O)Nc2ccccc2C(=O)OCc2c(C)noc2C)c1	8.0
C[C@@H]1CCn2cc(nn2)COC[C@H](C)NC1=O	1.8[25 µM]
CCN1C(=O)c2cccc3c(S(=O)(=O)NCCc4c[nH]c5ccccc45)ccc1c23	4.1
O=C(NCc1ccc2c(c1)OCO2)[C@H]1[C@H](CO)[C@H]2Cn3c(cccc3=O)[C@@H]1N2Cc1cncnc1	-22.2[25 µM]
Cc1ccnc(NS(=O)(=O)c2ccc(NC(=O)C3CC3)cc2)n1	16.2
CCCCC(=O)N/C(N)=N/c1nc2ccccc2o1	-51.0
CC(=O)Nc1ccc(S(=O)(=O)N2CCCCC2C(=O)O)cc1 (stereo not given)	2.2
C[C@@H]1CN([C@@H](C)CO)C(=O)c2ccccc2-c2ccccc2CO[C@H]1CN(C)S(=O)(=O)c1ccccc1F	1.6
N[C@@H](Cc1ccccc1)c1nnc(SCc2ccccc2F)o1	-11.5
COc1ccc(OCCCC(=O)Nc2nc(-c3ccccn3)cs2)cc1	-0.6
Fc1ccccc1CN1[C@@H]2CNC[C@H]1C2c1ccc(-c2ccncc2)cc1 (stereo not given in full)	-1.3
O=C(CCCc1ccccc1)Nc1ccc(S(=O)(=O)N2CCOCC2)cc1	8.7
C[C@H](CO)N1C[C@H](C)[C@H](CN(C)Cc2ccncc2)Oc2cc(-c3cncnc3)ccc2S1(=O)=O	8.8[25 µM]
NS(=O)(=O)c1ccc(NC(=S)NCCc2ccccc2)cc1	-3.0
Cc1ccc(S(=O)(=O)N(C)c2ccc(OC(=O)c3ccc(=O)[nH]c3)cc2)cc1	13.2
CC(=O)Nc1ccc(SCC(=O)NCC2(N3CCCCC3)CCCCC2)cc1	22.1
OC[C@@H]1[C@H](c2ccccc2)C2(CN(CCC(F)(F)F)C2)N1Cc1nccs1	-14.8[25 µM]
CC1CCN(CC(O)CN2c3ccccc3Sc3ccccc32)CC1 (stereo not given)	4.7
CN(CCOc1ccccc1)C(=O)C1CCC(=O)N(CCCN2CCOCC2)C1 (stereo not given)	8.1
CCc1noc(C)c1C(=O)N(C)CC(=O)Nc1ccc(Cl)c(Cl)c1	-4.8
C[C@@H]1CN([C@@H](C)CO)C(=O)c2c(c3ccccc3n2C)-c2ccccc2CO[C@@H]1CN(C)C(=O)Nc1ccnc(N2CCOCC2)c1	15.4[25 µM]
COc1ccccc1-c1cc2nc(NCCc3ccncc3)ccn2n1	-2.2
CC1CC(C)CN(S(=O)(=O)N2CCC(C(=O)NCc3ccco3)CC2)C1 (stereo not given)	-2.0
CCCCNc1c(-c2ccc(-c3cccc(Cl)c3)cc2)nc2ccccn12	-91.9
Cn1c(CN2CCCC2)nc2cc(NC(=O)c3ccco3)ccc21	-50.9
Cc1csc(NC(=O)c2ccc(Cn3nc(C)c(Br)c3C)o2)n1	14.7
CC(=O)Nc1ccc(NC(=O)C(C)OC(=O)C23CC4CC(CC(Cl)(C4)C2)C3)cc1 (stereo not given)	22.2
CO[C@H]1CN(C)C(=O)c2cc(NC(=O)Nc3c(C)noc3C)ccc2OC[C@@H](C)NC[C@H]1C	-3.7[25 µM]
O=C(Nc1c(C(=O)Nc2ccccc2)cnn1-c1ccccc1)c1ccco1	-5.0
CC1CC(NC(=O)CC#N)CC(C)(C)C1 (stereo not given)	1.3
O=C(NCc1ccc2[nH]c3c(c2c1)CCCC3)c1ccc(S(=O)(=O)N2CCCC2)cc1	2.8

Compounds from the list above with an NH in an aromatic ring (3):
SMILES	CD40 NFkB inh
CCN1C(=O)c2cccc3c(S(=O)(=O)NCCc4c[nH]c5ccccc45)ccc1c23	4.1
Cc1ccc(S(=O)(=O)N(C)c2ccc(OC(=O)c3ccc(=O)[nH]c3)cc2)cc1	13.2
O=C(NCc1ccc2[nH]c3c(c2c1)CCCC3)c1ccc(S(=O)(=O)N2CCCC2)cc1	2.8

Next structures follow.
SMILES	CD40 NFkB inh
COc1ccccc1C(=O)N(C)c1nnc(-c2ccccc2)s1	-67.3
CC(C)[C@H]1c2ccc(F)cc2CC[C@@]1(CCN(C)CCCc1nc2ccccc2[nH]1)OC(=O)C1CC1	37.8[25 µM]
CCOC(=O)c1cnc2c(c(C3CC3)nn2C)c1N1CCOCC1	11.3
O=C(CNc1ccc(Cl)c(C(F)(F)F)c1)N1CCN(S(=O)(=O)c2ccccc2)CC1	-1.2
CC1=C(C(=O)OCC2CCCO2)C(c2ccsc2)C2=C(CCCC2=O)N1 (stereo not given)	-0.8
Cc1cc(CN(C)C(=O)C2CCC(=O)N(CCc3cccc(F)c3)C2)on1 (stereo not given)	-1.5
CCOC(=O)c1[nH]c2ccccc2c1NC(=O)CC(C)C	22.8
CC(=O)Nc1ccc2nc(C3CC3)n(Cc3ccc(Cl)cc3)c(=O)c2c1	-77.4
CCc1c(C(=O)Nc2ccc(S(=O)(=O)N3CCOCC3)cc2)csc1C	8.5
Nc1nnc(-c2ccc(Cl)cc2)s1	-26.6

Arranged by heavy-atom count (falling): part of the list above.
SMILES	CD40 NFkB inh
CN(CCOc1ccccc1)C(=O)C1CCC(=O)N(CCCN2CCOCC2)C1 (stereo not given)	8.1
OC[C@@H]1[C@H](c2ccccc2)C2(CN(CCC(F)(F)F)C2)N1Cc1nccs1	-14.8[25 µM]
CC(=O)Nc1ccc2nc(C3CC3)n(Cc3ccc(Cl)cc3)c(=O)c2c1	-77.4
CC(=O)c1cnc2c(-c3ccccc3)c(-c3ccccc3)nn2c1C	1.3

The listing continues.
SMILES	CD40 NFkB inh
COc1ccccc1Nc1nc(-c2ccc3c(c2)NC(=O)CO3)cs1	-38.8
C1CNC(C23CC4CC(CC(C4)C2)C3)=N1	8.2
CC1(C)Cc2c(sc(N)c2C#N)C(C)(C)N1	4.3
Cc1cc(-c2nnc(CCC(=O)N(C)Cc3cccc4ccccc34)o2)no1	-17.6
O=C1NC(Cc2c[nH]c3ccccc23)C(=O)N1CCOc1ccccc1 (stereo not given)	-4.0
Cc1ccc(NC(=O)CN2CCN(C(=O)c3ccco3)CC2)cc1	2.1
CCc1nnc(N/N=C/c2ccccc2Cl)n1N	-20.3
Cc1noc(C)c1-c1ccc(C(=O)NCc2ccco2)c2occc12	-6.3
COc1ccc(-c2cc(NC(C)=O)c3ncc(-c4ccccc4)n3c2)cc1OC	-21.8
Cc1ccc(C(=O)NC(=S)NCc2cccnc2)cc1C	5.0
Cc1ccc(NC(=O)COC(=O)C2CC(=O)N(Cc3ccccc3)C2)cc1F (stereo not given)	-9.8
O=C(CSc1nc2ccccc2c(=O)[nH]1)N1CCN(S(=O)(=O)c2ccccc2)CC1	1.3
OC1(c2ccc3ccccc3c2)CCN(Cc2ccccc2)C1 (stereo not given)	10.3
COc1cc(CC(=O)OCC(=O)NC2CCCCC2C)cc(OC)c1OC (stereo not given)	1.7
Cc1ccc(S(=O)(=O)N2CCN(C(=O)CN3CCCC3)C2)cc1	7.7
O=C(O)C1Cc2ccccc2CN1S(=O)(=O)c1ccccc1 (stereo not given)	-21.4
C[C@@H]1CCCCO[C@H](CN(C)S(C)(=O)=O)[C@@H](C)CN([C@H](C)CO)C(=O)c2cc(NC(=O)NC3CCCCC3)ccc2O1	-11.8[25 µM]
CCN(CC(=O)Nc1ccc(S(=O)(=O)N2CCCCC2)cc1)Cc1ccccc1	10.4
COc1ccc(S(=O)(=O)N2[C@@H]3CNC[C@H]2C3c2ccc(-c3cccc(C)c3)cc2)cc1 (stereo not given in full)	-3.0&-8.3
O=C(C[C@H]1C=C[C@@H](NC(=O)Cc2ccccn2)[C@H](CO)O1)NCCc1ccncc1	6.4[25 µM]
N#Cc1cccc(NS(=O)(=O)c2ccc(S(=O)(=O)N3CCOCC3)cc2)c1	13.2
Cc1ccccc1NS(=O)(=O)c1ccc(C2CNC(=O)C2)cc1 (stereo not given)	23.4
CCC(CC)N=C1NS(=O)(=O)c2cc([N+](=O)[O-])ccc21	9.6
COc1ccc(NC(C)=O)cc1C	-1.4
COC(=O)c1ccc(C(=O)OC)c(NS(C)(=O)=O)c1	1.5
O=C(Cn1cccc1C(=O)c1ccccc1)NCc1cccc(Cl)c1	-21.2
NC(N)=NC(N)=NCCc1ccccc1	11.9
O=C(C[C@@H]1C[C@H]2c3cc(NC(=O)NC4CCCCC4)ccc3O[C@H]2[C@@H](CO)O1)NCc1ccncc1	1.3
N#Cc1c(-c2ccco2)nc(NCC2CCCO2)[nH]c1=O (stereo not given)	7.0
CCN1CCN(C(=O)c2sc3nc(C)nc(N4CCC(C)CC4)c3c2C)CC1	-9.0
CC(=O)NCCc1ccc(C(=O)COC(=O)C2CCCCC2)cc1	54.2*
O=S1(=O)N=C(Nc2ccc(S(=O)(=O)N3CCCCC3)cc2)c2ccccc21	16.4
O=C(c1ccc(OCC2CCCO2)cc1)N1CCN(S(=O)(=O)c2cccc(F)c2)CC1 (stereo not given)	-10.2
COc1cc2ccccc2cc1C(=O)NCCCN1CCOCC1	10.0
C[C@H](C(=O)N(C)C[C@H]1OCc2ccccc2-c2c(n(C)c3ccccc23)C(=O)N([C@H](C)CO)C[C@H]1C)c1ccccc1	8.6
O=C(NC1Cc2ccccc2C1)[C@@H]1N[C@@H]2c3cccc(=O)n3C[C@@H]2[C@H]1CO	5.3[25 µM]
CC(=O)Nc1ccc(NC(=O)c2ccc(OCc3c(C)noc3C)cc2)cc1	6.8
C[C@H]1CN([C@@H](C)CO)C(=O)c2cccc(NC(=O)c3ccncc3)c2O[C@@H]1CN(C)S(=O)(=O)c1ccccc1	-11.5[25 µM]
Cc1ccc2[nH]c(=O)c(CN(CC3CCCO3)S(=O)(=O)c3cccc4nsnc34)cc2c1 (stereo not given)	17.5
COCCN(C(=O)CSc1nc2ccc(OC)cc2[nH]1)c1c(N)n(Cc2ccccc2)c(=O)[nH]c1=O	19.5
CC1CCN(S(=O)(=O)c2ccc3c(c2)oc(=O)n3C)CC1	7.6
COc1ccccc1OCCn1nnc2ccccc21	-50.8
Cc1ccc(CNC(=O)C2CCC(=O)N(Cc3cccc(F)c3)C2)s1 (stereo not given)	0.1
COc1ccc(C[C@](C)(N)C(=O)O)cc1OC	5.5
C[C@@H]1CN(C)C(=O)c2cc([N+](=O)[O-])ccc2O[C@@H]1CN(C)C(=O)OC(C)(C)C	6.9
N#C[C@H]1[C@H](c2ccc(C3=CCCC3)cc2)[C@H](CO)N1C(=O)NC1CCCC1	11.4
N#Cc1ccc(C(=O)OCC(=O)Nc2cccc(S(=O)(=O)NC3=NCCC3)c2)cc1	0.2
CC(CCc1ccccc1)NC(=O)CCC(=O)N1CCC(C(=O)O)CC1 (stereo not given)	10.3
O=C1CC(c2ccccc2)SC(N(c2ccccc2)c2ccccc2)=N1 (stereo not given)	6.1
FC(F)(F)c1cccc(Cn2nnnc2-c2ccc(Cl)cc2)c1	5.1
(list continues)
SMILES	CD40 NFkB inh
Cc1ccc(S(=O)(=O)N(C)CC(=O)Oc2ccc(-c3nnco3)cc2)cc1	3.3
CC(C)CCNC(=O)[C@@H](NC(=O)c1c(F)cccc1F)C(C)C	12.2
CC(NC(=O)[C@H](C)NC(=O)[C@@H]1CSC2c3ccccc3C(=O)N21)c1ccccc1 (stereo not given in full)	7.7
NCCC1CN(C(=O)OCc2ccccc2)c2ccccc21 (stereo not given)	-14.1
CC(C)N1CCC1(C)C(=O)Nc1nc2ccccc2[nH]1 (stereo not given)	1.6
CCCCN(C)C(=O)c1nc2ccccn2c1CN1CCN(C(=O)c2cccs2)CC1	3.4
CC1CN(CCCCN2C(=O)c3ccccc3C2=O)CC(C)O1 (stereo not given)	3.6
CCS(=O)(=O)Nc1ccc2c(c1)C(=O)N(C)[C@H]1CC[C@H](CC(=O)NCc3ccc(OC)cc3)O[C@H]1CO2	-6.1[25 µM]

Compound activity (PubChem)
